# Fluor 339 460: intrinsic fluorescence of library compounds, ex339/em460 – biochemical, MLSMR library, data from DPM-DC assay, artefact control, profiling panel; fluorescence fold increase at 10 µM; AID 709; compound autofluorescence, ex339/em460 nm, NADH buffer; active compounds read high; 1 = no-compound wells, NADH background; 5.5% of 65,000 active;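 active = at 10 µM, mean starting fluorescence two-fold or more over control wells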;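 also: signal is the first read of a kinetic run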
# NADH enzymes: inhibitors of enzymes used to reach an NAD/NADH endpoint; IC50, µM (doses to about 10 µM), for inactives: top-dose inhibition; 0.02% of 65,000 active; coupled PK/LDH NADH assays, four targets;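 active = single-dose screening hits from any of four coupled enzyme assays that gave an IC50 when retested across doses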;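 also: the DPM-DC format reads NADH fluorescence rather than 340 nm absorbance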
# HEK293 NFkB inh: inhibitors of the PMA/ionomycin-induced NF-kB reporter in HEK293 cells | inhibition, % at 3 µM | HEK-293 NF-kB luciferase reporter, luminescence | 0.21% of 62,000 active;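 active = inhibition above the mean of all tested compounds plus 3 SD, cut at about 40% in these data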;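 also: 0% = stimulated DMSO wells and 100% = 10 µM reference inhibitor 5653914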
#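 Material: HEK-293 cells with stable firefly luciferase reporter driven by four HIV NF-kB elements / Also added: PMA plus ionomycin mix as NF-kB-activating stimulus / Compound dosing: 3 µM once, 0.30% DMSO / Times: 1 h pretreatment, 16 h stimulation, 37 °C / Signal: luminescence / Evaluation: per-plate % inhibition versus controls / Benchmarks: DMSO and 10 µM reference inhibitor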
# MMP13 inh: MMP13 (human) collagenase inhibition; P45452; MMP-13 fTHP FRET cleavage, Mca fluorescence; inhibition, % at 4 µM; 0.07% of 65,000 active; AID 570;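 active = inhibition above the mean of compound-free control plate wells plus 3 SD, cut at about 14% in these data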;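 also: 0% = DMSO wells and 100% = wells with reference MMP-13 inhibitor after basal subtraction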
# PKA kinase inh: inhibitors of human protein kinase A; P17612; PKA Kemptide phosphorylation, Kinase-Glo ATP luminescence; inhibition, % at 6 µM; 0.1% of 65,000 active;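 active = inhibition above the screen-wide mean inhibition plus 3 SD, cut at about 21% in these data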; also: many of its hits are not listed in these tables
# ROCK2 inh: inhibitors of human Rho kinase 2. O75116. purified ROCK2, Kinase-Glo ATP depletion luminescence. inhibition, % at 6 µM. 0.35% of 60,000 active;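 active = inhibition above the screen-wide mean inhibition plus 3 SD, cut at about 18% in these data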;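 also: plate controls were DMSO wells for no effect and Y-27632 control wells after no-enzyme background subtraction for full effect; many of its hits are not listed in these tables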
# JNK3 blocker: inhibitors of human JNK3 kinase; purified JNK3 kinase activity, HTS; inhibition, % at 8 µM; 0.61% of 60,000 active; in the data active = inhibition above about 17%;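 also: 0% = DMSO and 100% = reference inhibitor; many of its hits are not listed in these tables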
# Target sequence (P53779 whole entry, looked up): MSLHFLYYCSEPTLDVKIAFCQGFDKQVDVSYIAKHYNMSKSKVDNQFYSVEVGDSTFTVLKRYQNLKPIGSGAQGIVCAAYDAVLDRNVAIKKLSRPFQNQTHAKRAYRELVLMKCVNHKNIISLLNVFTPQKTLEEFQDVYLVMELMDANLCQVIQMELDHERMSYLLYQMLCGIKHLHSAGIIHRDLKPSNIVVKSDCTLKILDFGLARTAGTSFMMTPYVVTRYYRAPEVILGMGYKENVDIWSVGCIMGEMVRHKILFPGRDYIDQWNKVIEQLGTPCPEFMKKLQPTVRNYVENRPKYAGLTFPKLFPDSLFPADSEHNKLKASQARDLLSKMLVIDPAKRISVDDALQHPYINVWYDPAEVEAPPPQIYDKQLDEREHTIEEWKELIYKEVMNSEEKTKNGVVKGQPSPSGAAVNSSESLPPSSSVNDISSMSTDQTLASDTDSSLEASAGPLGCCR
# Ecoli tolC: E. coli tolC mutant growth inhibition | E. coli BW25113 tolC mutant growth, OD615 | growth inhibition, % at 10 µM (by protocol) | 2.2% of 65,000 active;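 active = growth inhibition at or above a cutoff equal to the mean over every tested compound plus 3 SD, cut at about 60% in these data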;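 also: growth measured after 20 h incubation at 37 °C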
#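 Test system – E. coli BW25113 ΔtolC::kan, tolC deletion mutant strain · Detection – OD at 615 nm · Buffer or medium – LB with kanamycin 50 µg/mL · Times – 20 h compound exposure of bacteria at 37 °C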
# A340 absorber: compound absorbs light at 340 nm; compound absorbance at 340 nm, fold over control; fold change at 10 µM; 65,000 tested, under 10 active; AID 708;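 active = at 10 µM dose, initial 340 nm absorbance at least 2 fold that of control wells; inactive = change under 2 fold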;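 also: initial absorbance extrapolated from kinetic A340 decline of NADH oxidation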
# An asterisk follows results filed as active; i = inactive; · = not tested or not shown; [ ] = another dose, or the depositor's remark.
SMILES,Fluor 339 460,NADH enzymes,HEK293 NFkB inh,MMP13 inh,PKA kinase inh,ROCK2 inh,JNK3 blocker,Ecoli tolC,A340 absorber
O=C(CSc1nnc(-c2ccccc2Br)o1)N1CCN(C(=O)c2ccco2)CC1,1.1,2%,15,7,11,7,-7,7,1
Cc1c(NC(=O)COc2ncnc3c(Cl)cc(Cl)cc23)c(=O)n(-c2ccccc2)n1C,1.1,4%,11,4,10,2,-4,-2,1
COC(=O)CSc1nnc(-c2cccnc2)n1-c1cccc(OC)c1,1.1,9%,10,1,7,2,-4,6,0.99
O=C(Nc1ccc2c(c1)nc1n2CCOC1)c1ccco1,1.1,2%,-2,0,-4,-4,-4,-15,1
CCn1c(COc2ccccc2)nnc1SCC(=O)C(C)(C)C,1.1,1%,9,6,0,3,-1,-12,1
Cc1nc2ccc(C(=O)c3ccccc3)cc2[nH]1,1.1,1%,2,0,11,6,9,5,1
CCc1ccc(-c2nnn(CCC(=O)OC)n2)cc1,1.1,3%,32,2,7,4,-6,-18,1
CCOc1ccccc1NC(=O)C1CCCN(S(=O)(=O)c2c(C)[nH]c(=O)[nH]c2=O)C1 (stereo unspecified),1.1,6%,6,-4,7,·,·,-10,1
COc1ccccc1N1CCN(C(=O)CSc2nc3ncnc(N)c3[nH]2)CC1,1.1,4%,10,-2,4,6,0,-17,0.99
O=C(NC1CCCC1)C(c1cccs1)N(C(=O)c1ccno1)c1ccccc1 (stereo unspecified),1,2%,16,3,8,1,1,-1,0.98
CCOCCn1c(CN2CCN(C)CC2)nc2c1c(=O)n(C)c(=O)n2C,1.2,5%,3,5,0,3,1,-16,1
CCn1c(SCC(=O)C(C)(C)C)nnc1-c1cccnc1,1.2,4%,12,3,0,-1,5,-3,1.1
O=C(c1cccs1)N(Cc1ccco1)C1CCS(=O)(=O)C1 (stereo unspecified),1.1,1%,16,4,-2,-5,-11,-12,1
Cc1c(CNCc2cccs2)c(C(=O)O)c(C)n1Cc1ccccc1,1,3%,18,-1,-5,-6,1,-7,1
CCOC(=O)c1[nH]c2ccc(OC)cc2c1NC(=O)c1ccc2c(c1)OCO2,1.2,7%,2,-9,1,·,·,10,1.1
CCOc1ccccc1Oc1coc2cc(OC(=O)c3ccco3)ccc2c1=O,1.5,6%,12,-9,-4,1,-9,19,1.1
CCOc1ccc(NC(=O)CCS(=O)(=O)c2ccc3c(c2)CCCN3C(C)=O)cc1,1.1,3%,5,3,8,3,5,-19,1
COCCOC(=O)c1[nH]c2c(c1C)C(=O)CC(c1ccco1)C2 (stereo unspecified),1.1,3%,39,2,10,-2,4,6,0.98
CCn1c(=O)cc(SCC(=O)N2CCOCC2)c2ccccc21,1.1,4%,23,0,2,·,·,1,1
Cc1ccc(-c2nnc3sc(-c4ccncc4)nn23)cc1,1.1,7%,11,2,-4,4,2,4,1.1
Cc1cc(/N=C/C=C2\N(C)c3ccccc3C2(C)C)n(CCC#N)n1,1.1,6%,11,2,-1,4,6,14,1.1
Cc1nnc(SCSc2nnc(C)s2)s1,1.1,7%,-1,-9,2,9,3,·,0.97
COc1ccc(-c2cc(C(=O)N3CCOCC3)no2)cc1OC,1,7%,11,-8,9,4,-3,-4,1
COc1cccc(-c2cn3nc(C)c(C)nc3n2)c1,3.1*,12%,-40,-14,-3,-12,5,-11,1.1
COc1ccccc1-c1nnc2sc(COc3ccc(Cl)cc3Cl)nn12,1.1,4%,-2,2,5,1,4,17,1.1
NC1=NC(c2ccc(F)cc2)n2c(nc3ccccc32)N1 (stereo unspecified),1.1,5%,4,5,0,0,1,-3,1
CCCCC(c1nnnn1CCOC)N1CCN(C(=O)c2ccco2)CC1 (stereo unspecified),1.1,5%,15,1,1,0,1,-10,0.97
COc1ccc(-c2cc(C(=O)Nc3ccccc3SC)no2)cc1OC,2.2*,5%,12,3,-2,-2,-3,-3,1.1
CCc1c(C(=O)O)[nH]c2ccc(Br)cc12,1.1,7%,·,-9,6,6,7,10,0.99
Cc1nn(-c2ccccc2)c2[nH]c(C(F)(F)F)cc(=O)c12,1.3,3%,16,-10,-2,0,3,56,1
N#Cc1c(NC(=O)Cn2cnc3ccccc3c2=O)oc(-c2ccccc2)c1-c1ccccc1,1.2,8%,0,-2,8,6,-6,29,1
CNC(=O)c1nnn(Cc2ccccc2)c1NC(=O)C(F)(F)F,1.1,7%,11,1,-2,-1,-2,-12,1
Nc1nc(-c2ccccc2)cc(C(F)(F)F)n1,1.3,5%,17,-13,-1,-2,4,-6,0.99
COC(=O)c1c(=O)n(O)c2ccc(OC)cc2[n+]1[O-],1.1,4%,10,13,7,1,-3,6,1.1
C=CCn1c(N)c(S(=O)(=O)c2cccs2)c2nc3ccccc3nc21,3.9*,4%[fluoresces],15,-301[fluorescence artefact?],4,-2,15,27,1.1
O=C(Nc1cccc(F)c1)NC1CC2CCCC(C1)N2C1CC1 (stereo unspecified),1,4%,23,4,-4,0,-4,-11,0.99
CCOC(=O)N1CCN(C(=O)c2ccc(Cl)c(S(=O)(=O)Nc3ccccc3)c2)CC1,1.1,6%,9,3,-4,3,-1,3,1
CSc1ccccc1NS(=O)(=O)c1ccccc1,1,5%,-6,-2,7,3,3,3,1
NC(=O)c1cc(Cl)cn(-c2ccccc2)c1=O,1.3,6%,-1,5,7,0,1,-6,1.1
Cc1cccc2c1N(CC(=O)OC(C)C)C(=O)C2=O,1,4%,9,3,-4,1,-5,-5,1
CSc1cccc(NC(=O)c2c(Cl)cnn2C)c1,1.1,3%,5,4,7,9,-4,9,1
COC(=O)c1ccc(Oc2nc3c(c(=O)n(C)c(=O)n3C)n2CCC(C)C)cc1,1.1,7%,15,3,10,7,4,6,1.1
CCOC(=O)c1ccc(NC(=O)CSc2nnc(COc3ccccc3)n2C)cc1,1,2%,26,1,8,6,-1,-4,0.98
CCN1C(=O)CC(N2CCN(C(c3ccccc3)c3ccccc3)CC2)C1=O (stereo unspecified),1.1,2%,0,0,7,6,2,5,1
O=C(Nc1cnc2ccccc2c1)C1COc2ccccc2O1 (stereo unspecified),1.1,2%,14,-7,6,4,4,15,1
CC(=O)NC(C)(C)C1CC=C(C)/C(=N\O)C1 (stereo unspecified),1.1,3%,9,4,9,6,1,7,1
CC(=O)Nc1cccc(NC(=O)c2oc3ccccc3c2C)c1,1.1,1%,-18,2,6,3,4,67*,1
COC(=O)c1ccccc1NC(=O)CCNC(=O)Cn1cnc2ccccc2c1=O,1.1,4%,8,1,9,7,2,3,0.98
O=C(NC(Cc1ccccc1)C(=O)O)c1ccc(S(=O)(=O)N2CCCC2)cc1 (stereo unspecified),1.1,2%,8,-5,8,4,-5,-7,1
CCC(=O)N(CCCN(C)C)c1nc(-c2cc(OC)ccc2OC)cs1,0.97,3%,14,-5,8,-1,14,3,0.98
# The list goes on:
SMILES,Fluor 339 460,NADH enzymes,HEK293 NFkB inh,MMP13 inh,PKA kinase inh,ROCK2 inh,JNK3 blocker,Ecoli tolC,A340 absorber
CCn1c(=O)n(CC(=O)N(C)Cc2ccccc2)c(=O)c2ccccc21,1.1,4%,0,-3,11,6,-1,-7,0.97
Nc1ccc(-c2nc3ccc(N)cc3o2)cc1,2.1*,7%[fluoresces],-15,i[fluorescence artefact?],5,-1,-14,-5,1.2
COC(=O)n1c(=S)oc2cc(Cl)ccc21,1.1,1%,7,-2,-1,-4,-1,-5,1
CN1CCn2c1nc(N1CCCCC1)nc2=O,1.1,0%,12,-1,9,4,-1,-10,1.1
O=C(CCc1ccccc1)Nc1ccc(NC(=O)c2ccco2)cc1,1.1,6%,5,0,11,10,5,-10,1
Cc1cccc2cc(CN(Cc3ccco3)C(=O)c3ccncc3)c(=O)[nH]c12,1.5,5%,5,-4,9,3,4,0,1
CC(C(=O)NCc1cccs1)n1cccc1 (stereo unspecified),1.1,3%,8,1,-7,-6,-6,-10,1
COc1ccc(C)cc1NC(=O)c1cnc2scc(C)n2c1=O,2.1*,5%[fluoresces],16,-1,-3,4,7,-3,1.1
CCS(=O)(=O)N1CCC(NC(=O)C2CCCCC2)CC1,1.1,2%,-4,2,9,-1,-4,3,1
CCSc1nnc(NC(=O)c2csc3c2CCCC3)s1,1.5,6%,1,1,15,6,-2,-4,1.1
O=C(Nc1ccccc1)c1ccccc1OCC(O)CN1C(=O)c2ccccc2S1(=O)=O (stereo unspecified),1.1,6%,3,-1,3,2,2,24,0.96
Cc1c(C(=O)Nc2cccc3cccnc23)oc2ccccc12,1.8,4%,-4,-5,3,3,1,-12,1
Cc1ccccc1OCc1nc2c3cnn(C)c3ncn2n1,1.1,4%,-22,4,5,·,·,-12,1
CCOC(=O)CSc1nnc(Cc2cc(=O)[nH]c(=O)[nH]2)n1-c1ccc(Cl)cc1,1.1,8%,5,5,2,3,4,-12,1
OC(C#CCN1CCOCC1)c1cccs1 (stereo unspecified),1.1,2%,8,-1,8,·,·,-15,0.99
CC(NS(=O)(=O)c1ccc(CCC(=O)N2CCN(C)CC2)cc1)c1ccccc1 (stereo unspecified),1,5%,-4,5,-3,-4,0,-14,1
Cc1cccc(OCc2nnc(SCC(=O)c3cccs3)n2C)c1C,1,7%,10,-1,3,0,-3,8,0.98
O=C(CNS(=O)(=O)c1cccc2nsnc12)NCc1ccc(Cl)cc1,1.1,3%,18,0,4,·,·,9,1.1
CCN(Cc1ccccc1)C(=O)CSc1nc(C)cc(C)c1C#N,1,1%,13,0,1,6,-1,29,1
Cc1cc(C(=O)NCc2ccc(S(N)(=O)=O)cc2)c(C)o1,1.1,8%,11,1,0,0,9,-15,1

# Structures listed so far printed as active in Fluor 339 460:
Molecule	Fluor 339 460	NADH enzymes	HEK293 NFkB inh	MMP13 inh	PKA kinase inh	ROCK2 inh	JNK3 blocker	A340 absorber
COc1cccc(-c2cn3nc(C)c(C)nc3n2)c1	3.1*	12%	-40	-14	-3	-12	5	1.1
COc1ccc(-c2cc(C(=O)Nc3ccccc3SC)no2)cc1OC	2.2*	5%	12	3	-2	-2	-3	1.1
C=CCn1c(N)c(S(=O)(=O)c2cccs2)c2nc3ccccc3nc21	3.9*	4%[fluoresces]	15	-301[fluorescence artefact?]	4	-2	15	1.1
Nc1ccc(-c2nc3ccc(N)cc3o2)cc1	2.1*	7%[fluoresces]	-15	i[fluorescence artefact?]	5	-1	-14	1.2
COc1ccc(C)cc1NC(=O)c1cnc2scc(C)n2c1=O	2.1*	5%[fluoresces]	16	-1	-3	4	7	1.1

# New compounds follow:
SMILES,Fluor 339 460,NADH enzymes,HEK293 NFkB inh,MMP13 inh,PKA kinase inh,ROCK2 inh,JNK3 blocker,Ecoli tolC,A340 absorber
CCCn1c(N)c(Sc2ccc(Cl)cc2)c(=O)n(CCC)c1=O,1.1,2%,17,-3,7,3,5,37,1
CCOC(=O)c1ccc(NC(=O)c2ccc(NS(C)(=O)=O)cc2)cc1,1.1,3%,-2,3,7,10,2,1,1.1
COc1ccc(N2CCN(C(c3ccco3)c3sc4nc(C)nn4c3O)CC2)cc1 (stereo unspecified),1,12%,22,-1,0,-1,0,19,1
c1cc(-c2noc(CC3CCCCC3)n2)ccn1,0.92,6%,-4,-1,1,7,1,1,1
CCOC(=O)N1CCN(C(=O)CSc2nnc(-c3ccc(C)c(C)c3)o2)CC1,1,10%,-5,6,-7,-1,-4,2,1
O=C(CCNC(=O)c1ccc(Br)o1)NCc1ccccc1Cl,1.1,5%,16,-2,3,8,5,9,1
O=S(=O)(NCc1ccc2c(c1)OCO2)c1cccc(S(=O)(=O)N2CCOCC2)c1,1.1,5%,11,-6,-4,-3,-4,-8,1.1

# Assay outcomes deposited in PubChem by several laboratories.

# These rows are one share of the data; rates above refer to the full screens.
